# MsrA inh = bovine MsrA enzyme inhibitors, primary screen, biochemical, absorbance, HTS; Methionine sulfoxide reductase A (Bos taurus); purified bovine MsrA, absorbance read-out; inhibition, % at 15.5 µM; 0.75% of 360,000 active; AID 651718, 2012; in the data active means inhibition above about 4.5%;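 further: 0% = vehicle wells with enzyme and 100% = reference inhibitor wells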
# DNMT1 block = human DNMT1 methyltransferase inhibitors, primary screen, biochemical, molecular beacon, fluorescence, HinP1I cleavage, uHTS; inhibition (reported as % activation of signal), % at 10 µM; DNA (cytosine-5)-methyltransferase 1 (Homo sapiens), P26358; 0.83% of 360,000 active; AID 588458, 2011; in the data active means inhibition above about 50%
# STEP inh = STEP phosphatase inhibitors, primary screen, biochemical, fluorescence intensity, uHTS | recombinant STEP, OMFP fluorogenic substrate | Tyrosine-protein phosphatase non-receptor type 5 (Homo sapiens), P54829 | inhibition, % at 20 µM | 0.25% of 360,000 active;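 active means inhibition at 20 µM, scaled per plate between control wells, above about 37%, limit read from the data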;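 further: 0% = DMSO with enzyme and substrate and 100% = substrate only without enzyme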
# Target sequence (P54829 whole entry, looked up): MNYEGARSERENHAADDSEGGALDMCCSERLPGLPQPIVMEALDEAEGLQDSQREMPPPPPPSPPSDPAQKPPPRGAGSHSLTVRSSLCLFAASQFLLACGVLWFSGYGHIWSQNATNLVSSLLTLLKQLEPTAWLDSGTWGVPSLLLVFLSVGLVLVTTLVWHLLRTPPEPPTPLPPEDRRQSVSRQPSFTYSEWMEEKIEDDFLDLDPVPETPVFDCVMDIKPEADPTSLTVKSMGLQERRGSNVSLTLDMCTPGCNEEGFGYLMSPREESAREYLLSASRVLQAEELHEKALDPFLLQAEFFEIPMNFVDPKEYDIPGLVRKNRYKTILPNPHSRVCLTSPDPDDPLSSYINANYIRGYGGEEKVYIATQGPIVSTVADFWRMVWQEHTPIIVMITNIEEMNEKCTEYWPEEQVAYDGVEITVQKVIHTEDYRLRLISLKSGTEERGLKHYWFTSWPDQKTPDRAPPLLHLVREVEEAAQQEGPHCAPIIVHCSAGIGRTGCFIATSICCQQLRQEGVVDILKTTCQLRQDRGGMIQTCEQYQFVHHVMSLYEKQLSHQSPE
#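 Assay system: isolated STEP enzyme. Buffer or medium: pH 6.0 Bis-Tris with DTT and Tween 20. Also added: fluorogenic phosphatase substrate OMFP at 25 µM final. Dosing: 20 µM, 1% DMSO. Timing: 20 min reaction, room temperature, in the dark. Measured by: fluorescence intensity, excitation 480 nm, emission 540 nm. Evaluation: normalized % inhibition.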
# eLon inh = inhibitors of E. coli Lon protease, primary screen, biochemical, fluorescence polarization. AID 602123, 2011. 0.42% of 360,000 active. inhibition, % at 7.94 µM. purified E. coli Lon protease. P0A9M0; in the data active means inhibition above about 13%, passing the limit was not always enough;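 further: 0% = enzyme with probe and DMSO and 100% = no enzyme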
# Tb MetRS inh = T. brucei MetRS inhibitors, primary screen, biochemical, luminescence; methionyl-tRNA synthetase (Trypanosoma brucei brucei); purified T. brucei MetRS, ATP depletion, Kinase-Glo luminescence; inhibition, % at 11.9 µM; 0.4% of 360,000 active;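 active means inhibition above a per-plate cutoff of the control wells' mean inhibition plus 3 SD, cut at about 5.5% in these data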;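 further: 0% = DMSO wells median and 100% = median of wells with control inhibitor compound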
#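 Material: parasite MetRS enzyme / Replication: singlicate, one well per compound / Signal: luminescence of leftover ATP / Schedule: 2 h aminoacylation at 25 °C after 15 min preincubation / Medium: HEPES-MgCl2-KCl buffer plus DTT, spermine, BSA, pyrophosphatase / Doses: 11.9 µM single point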
# SUMO1 PPI mod = modulators of SUMO1 protein-protein interactions, primary screen, biochemical, uHTS; Small ubiquitin-related modifier 1 (Homo sapiens), P63165; inhibition, % at 20 µM; 0.33% of 360,000 active; SUMO1 binding to a labelled peptide, TR-FRET, 1 h; in the data active means inhibition above about 37%
# Target sequence (P63165 whole entry, looked up): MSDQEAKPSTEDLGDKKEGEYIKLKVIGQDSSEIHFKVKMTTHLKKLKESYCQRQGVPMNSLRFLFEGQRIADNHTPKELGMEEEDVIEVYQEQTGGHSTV
# LMPTP block = LMPTP phosphatase inhibitors, primary screen, biochemical, fluorescence intensity, uHTS | Low molecular weight phosphotyrosine protein phosphatase (Homo sapiens), P24666 | recombinant LMPTP-A, OMFP fluorogenic substrate | inhibition, % at 20 µM | 0.22% of 360,000 active;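 active means compounds that cut the enzyme signal by at least half of the control window in the single-dose screen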;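 further: plate controls were DMSO wells with enzyme plus substrate for no effect and substrate without enzyme for full effect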
# Target sequence (P24666 whole entry, looked up): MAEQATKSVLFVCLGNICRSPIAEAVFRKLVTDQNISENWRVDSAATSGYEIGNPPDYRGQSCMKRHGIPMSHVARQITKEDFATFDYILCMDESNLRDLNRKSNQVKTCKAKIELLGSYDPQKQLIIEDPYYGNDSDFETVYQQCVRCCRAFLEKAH
#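 Test system – LMPTP-A phosphatase enzyme · Quantity – 0.625 nM LMPTP-A final · Reagent – OMFP substrate, 400 µM final · Dosing – one test concentration per compound, 20 µM, with 3% DMSO overall · Timing – 50 min enzyme reaction at room temperature, protected from light · Detection – fluorescence intensity · Controls – substrate-only low control, DMSO enzyme-plus-substrate high control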
# bovine MsrA act = bovine MsrA enzyme activators, primary screen, biochemical, absorbance, HTS; Methionine sulfoxide reductase A (Bos taurus); 0.3% of 360,000 active; activation, % at 10.6 µM; purified bovine MsrA, absorbance read-out; AID 602163, 2012; in the data active means activation above about 7.5%;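 further: 0% = vehicle and 100% = reference activator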
# Scp-1 inhibitor = Scp-1 phosphatase inhibitors, primary screen, biochemical, colorimetric, uHTS. Carboxy-terminal domain RNA polymerase II polypeptide A small phosphatase 1 (Homo …. Recombinant Scp1, phosphopeptide, malachite green phosphate absorbance. inhibition, % at 20 µM. 0.88% of 340,000 active. AID 493091, 2011;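 active means inhibition above about 50% at 20 µM, limit read from the data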;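 further: plate controls were DMSO wells with enzyme for no effect and wells lacking enzyme for full effect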
# Target sequence (Q9GZU7 76-261 limits assumed): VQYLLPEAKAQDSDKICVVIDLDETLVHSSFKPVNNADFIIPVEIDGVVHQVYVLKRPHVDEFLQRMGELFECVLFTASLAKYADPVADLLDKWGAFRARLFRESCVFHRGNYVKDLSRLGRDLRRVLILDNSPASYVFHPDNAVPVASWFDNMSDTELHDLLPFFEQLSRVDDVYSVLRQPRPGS
#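 Test system: SCP-1 catalytic domain; Buffer or medium: Acidic Tris acetate buffer with magnesium and detergent; Also added: Phosphorylated 17-residue peptide substrate; Compound: single 20 µM dose, 1% DMSO; Schedule: enzyme reaction 45 min at room temperature, colour 5 min, stabilisation 30 min; Signal: Phosphate-binding colour reagent, absorbance read at 630 nm.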
# CendR NRP1 mod = modulators of CendR peptide binding to NRP-1, primary screen, biochemical, fluorescence polarization, uHTS; FAM-RPARPAR peptide binding to NRP-1; AID 602438, 2012; 0.85% of 360,000 active; inhibition, % at 25 µM;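 active means inhibition or corrected inhibition above about 18%, plus a signal ratio from 0.5 to 1.5, limit read from the data, passing the limit was not always enough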; further: strong numbers were not always called active
# * = called active by the depositor; . = not tested or not shown; & = joins results of further samples.
SMILES,MsrA inh,DNMT1 block,STEP inh,eLon inh,Tb MetRS inh,SUMO1 PPI mod,LMPTP block,bovine MsrA act,Scp-1 inhibitor,CendR NRP1 mod
Oc1ccc(-c2onc(C(F)(F)F)c2-c2cscn2)c(O)c1,0.5,-2,-1,-14,-0.6,-1,2.5,-1,6,2
COc1ccc(S(=O)(=O)N2CCOC2CNC(=O)C(=O)NCc2ccc3c(c2)OCO3)cc1C (stereo unspecified),1.2,-1,0,-1,0.0,2,1.9,-2,.,-8
O=C(c1cc(C2CCCCN2S(=O)(=O)Cc2ccccc2)on1)N1CCOCC1 (stereo unspecified),-1.0,0,-1,-7,-0.3,-2,-0.1,-3,.,14
O=C(CC(c1ccccc1)c1ccccc1)NCC(O)c1ccc([N+](=O)[O-])cc1 (stereo unspecified),0.5,-10,-1,-8,-0.3,-21,0.0,-4,-4,-4
COc1ccc(-c2cc(C(F)F)n3ncc(C(=O)N4CCCc5ccccc54)c3n2)cc1,0.2,30,-1,-2,2.4,0,9.1,-1,-7,-3
CCc1ccc(NS(=O)(=O)c2cccs2)cc1,-0.5,1,1,4,0.3,-3,0.5,-8,-4,-8
O=C1c2ccccc2C(=O)N1c1ncccn1,1.5,-1,1,6,-0.5,-3,-0.7,2,-6,-10
Cc1cc(C)c(C)c(S(=O)(=O)N2CCC(C(=O)N(C)Cc3nc4ccccc4c(=O)[nH]3)CC2)c1C,-0.8,-4,-1,-2,-0.7,4,0.7,-9,7,1
COc1cc(CN(C(C)=O)c2ccccc2C(=O)O)ccc1[N+](=O)[O-],1.2,-28,1,12,-0.5,-9,-0.2,-2,7,7
CCN(CC(=O)Nc1ccccc1C(F)(F)F)C(=O)c1ccc(-n2nc(C)c(CCC(=O)OC)c2C)cc1,0.6,-1,-1,6,0.3,1,1.5,-1,0,14
CCN(CC)C(=O)CN1C(=O)/C(=C/c2ccccc2)SC1=S,0.4,1,3,1,0.0,-22,1.2,-3,-21,20*
Cn1cc([C@@H]2C[C@H]3CN(Cc4cccc(Cl)c4)C(=O)[C@]34CCCN24)c(-c2ccccc2)n1,-0.8,-3,8,-3,0.0,3,0.9,3,-6,-24
COc1ccc(N2C(=O)CC(Sc3nccc(C)n3)C2=O)cc1 (stereo unspecified),0.4,2,-1,10,0.3,2,-1.8,-2,-5,0
COc1ccc(-c2nnn(CC(=O)NCCc3ccc(OC)c(OC)c3)n2)cc1,0.4,1,0,-4,-0.9,-4,0.5,-2,-5,-1
CC1CN(C(=O)CN2C(=O)c3ccccc3C2=O)CC(C)O1 (stereo unspecified),-0.6,3,-2,1,-1.4,-7,-0.5,-9,-5,-2
CN(C)NC1=CC(=[N+]2CCCC2)CC(C)(C)C1,1.4,2,-1,-6,-0.5,-2,-0.9,-5,-3,-5
COC(=O)c1cc(NS(=O)(=O)c2ccc(N3CCOCC3)c(NC(C)=O)c2)cc(C(=O)OC)c1,0.6,4,-7,-5,-0.5,-4,-2.0,-3,-8,-1
COc1cc2c(cc1OC)/C(=C/C(=O)c1ccccc1)NCC2,1.2,-5,4,-3,0.8,-24,1.3,-5,-4,-6
Cc1cc(C)cc(-n2c3ccc(NC(=S)NC4CCCCC4)cc3c(=O)n2C)c1,0.7,-14,2,6,0.6,5,1.9,0,.,-16
Nc1c(S(=O)(=O)c2ccccc2)c2nc3ccccc3nc2n1/N=C/c1ccco1,1.7,-10,0,-29,0.4,11,2.9,3,2,-142

# CendR NRP1 mod: hit marks shown above.
structure | MsrA inh | DNMT1 block | eLon inh | Tb MetRS inh | SUMO1 PPI mod | LMPTP block | bovine MsrA act | Scp-1 inhibitor | CendR NRP1 mod
CCN(CC)C(=O)CN1C(=O)/C(=C/c2ccccc2)SC1=S | 0.4 | 1 | 1 | 0.0 | -22 | 1.2 | -3 | -21 | 20*

# (next part)
SMILES,MsrA inh,DNMT1 block,STEP inh,eLon inh,Tb MetRS inh,SUMO1 PPI mod,LMPTP block,bovine MsrA act,Scp-1 inhibitor,CendR NRP1 mod
CC(C)CNC(=O)[C@H]1N2C(=O)c3ccccc3C2SC1(C)C (stereo partly specified),1.9,0,-1,2,-1.4,-7,-2.3,-8,0,9
Cc1ccc(NS(=O)(=O)c2ccccc2)c([N+](=O)[O-])c1,0.0,1,-3,-8,-0.2,-15,-0.4,-1,-13,-5
COc1cccc(CNc2nc3nc(C)c(Cl)c(C)n3n2)c1,1.6,5,-2,0,-0.3,-2,0.3,-1,-4,1
O=C(N/C(=C/c1cccc([N+](=O)[O-])c1)C(=O)N1CCOCC1)c1ccc(Br)cc1,0.5,0,-1,-2,-0.3,-23,-0.2,-9,7,0
CC(=NNC(=O)c1ccncc1)c1ccc(O)cc1O,2.4,-1,0,-4,-0.5,-14,0.6,-1,1,-9
C=CCNC(=S)NNc1nc(Nc2ccccc2)nc(N2CCCCC2)n1,-1.6,-2,4,0,-0.1,-1,3.4,-1,3,1
COc1ccc2c(c1)c(=O)c(C(=O)c1ccccc1)cn2Cc1ccccc1,1.0,0,-1,5,-2.1,-4,-0.5,1,26,-10
CCN1C(=O)c2cccc3c(S(=O)(=O)NCc4ccccn4)ccc1c23,0.3,-4,-3,6,-1.1,-15,5.0,-4,-2,6
CC(=O)Nc1ccc(S(=O)(=O)N(c2cccnc2)S(=O)(=O)c2ccc(NC(C)=O)cc2)cc1,-0.6,-11,1,-2,-0.3,6,0.5,-3,0,2
Cc1ccc(NC(=O)COC(=O)c2csc3c2CCC(C)C3)cc1S(=O)(=O)N1CCCCC1 (stereo unspecified),-1.1,-9,3,3,0.5,1,3.3,-2,-14,2
COc1ccc(Cl)cc1C=CC=Nc1ccccc1O,1.3,-32,0,-36,0.3,32,2.4,1,2,-26
CC(C)C(=O)N1CCN(CCN=CC2=C(O)CC(c3ccco3)CC2=O)CC1 (stereo unspecified),0.8&0.5,3&10,-2&4,-17&-1,0.3&-1.5,1&1,-1.5&-0.6,0&-13,4&7,-2&8
CN(Cc1nc(-c2cnccn2)no1)Cc1cccc2ccccc12,-1.4,-3,0,4,-0.7,-1,-1.6,-2,13,-11
COc1ccccc1C(=O)Nc1ccc(S(=O)(=O)N(C)c2ccccc2)cc1,-0.9,3,2,-5,-0.2,4,4.0,-5,-24,13
COc1cc(CCC(=O)OCC(=O)c2ccc[nH]2)cc(OC)c1OC,-0.1,-2,-1,-5,-0.3,1,1.1,0,10,-12
CC(C1CC2CCC1C2)n1c(-c2ccco2)n[nH]c1=S (stereo unspecified),-0.4,-2,7,-4,0.6,4,0.5,1,-9,-5
COC(=O)C(Cc1ccccc1)P(=O)(c1ccccc1)c1ccccc1 (stereo unspecified),-1.0,5,-4,0,-0.1,-1,-1.2,1,-7,-11
Cc1ccc2nsnc2c1NC(=S)NC(=O)c1ccco1,0.8,-18,3,4,-0.7,-10,-0.3,-8,-5,-1
O=C(O)c1cccc(N2CCCC2=O)c1,-1.3,3,-1,4,0.4,-1,-0.9,-2,-6,4
COc1cc(S(=O)(=O)NCc2ccncc2)c(OC)cc1C,-0.8,-1,-1,11,-0.8,3,0.1,-2,-2,7
CCc1ccc(C(=O)CN2C(=O)NC3(CCc4ccccc43)C2=O)cc1 (stereo unspecified),0.6,0,2,2,0.3,1,0.3,-2,-5,5
C=CCn1c(SCC(=O)Nc2nnc(C)s2)nnc1C1CC1,-1.1,11,2,4,0.0,0,0.4,-10,33,-2
Cc1cc(=O)[nH]c(SCC(=O)Nc2ccc(S(=O)(=O)N3CCOCC3)cc2)n1,1.2,4,-2,-7,-1.6,2,-4.0,4,2,10
Cc1ccc2oc(-c3cccc(NC(=O)c4ccccn4)c3)nc2c1,-0.2,0,-2,3,0.2,4,1.1,-2,-7,-6
COC(=O)CSc1nnc(-c2ccc3c(c2)OCO3)n1C,-0.7,1,-1,7,-0.8,-1,-0.3,-12,3,-9
COc1ccc(NC(=O)COc2ccc3c(c2)CCC3)cc1,-1.3,2,0,-9,0.1,1,0.8,-2,-6,3
CCOC(=O)N1CCN(C(=O)C2CCN(S(=O)(=O)c3cc(OC)ccc3OC)CC2)CC1,1.7,0,3,-1,-0.2,3,-0.4,-3,-4,-11
COc1ccc(C(=O)n2nc(-c3ccccc3)nc2N)cc1OC,0.1,4,1,-4,-0.1,0,0.5,-11,-4,6
COc1cccc(/C=C(/C#N)c2nc3ccccc3[nH]2)c1OC(C)C(=O)O (stereo unspecified),2.2,2,2,-14,0.2,-1,-1.3,-4,-1,-10
O=C(C1CCN(S(=O)(=O)c2ccc(Cl)cc2)CC1)N1CCN(c2ccccn2)CC1,0.3,2,-2,-4,-0.3,3,0.1,3,-5,-5
CCc1ccc(NC(=O)[C@@H](NC(=O)[C@@H]2Cc3ccccc3CN2)C(C)CC)cc1 (stereo partly specified),0.6,9,0,-1,-0.9,7,-1.9,-3,9,-2
COc1ccc(C2=CC(=O)N(Nc3ccccc3)C2=O)cc1,0.0,3,0,2,0.0,2,2.9,-12,1,5
CC1CCN(C(=O)c2ccc3c(Cl)c4c(nc3c2)CCCC4)CC1,-0.8,6,1,-2,-0.8,-6,-1.8,-6,-2,-3
CC(=O)c1cc2c(cc1NC(=O)c1cccc(S(=O)(=O)N3CCN(C)CC3)c1)OCO2,-2.3,-2,2,-2,-0.6,-10,2.2,-4,0,-2
CCC(=O)Nc1nnc(S(=O)(=O)N2c3ccccc3CC2C)s1 (stereo unspecified),1.3,0,1,-1,-0.7,0,-1.0,-7,0,-8
COc1cc(OC)c2c(-c3cccc(-c4ccoc4)c3)cc(=O)oc2c1,0.0,0,0,-3,-0.7,-2,2.9,-3,-4,-1

# Profiles from above. Values in the order: MsrA inh	DNMT1 block	STEP inh	eLon inh	Tb MetRS inh	SUMO1 PPI mod	LMPTP block	bovine MsrA act	Scp-1 inhibitor	CendR NRP1 mod
# Shown for `Cc1ccc2oc(-c3cccc(NC(=O)c4ccccn4)c3)nc2c1` : -0.2	0	-2	3	0.2	4	1.1	-2	-7	-6
# Shown for `CCOC(=O)N1CCN(C(=O)C2CCN(S(=O)(=O)c3cc(OC)ccc3OC)CC2)CC1` : 1.7	0	3	-1	-0.2	3	-0.4	-3	-4	-11

# Compound activity from PubChem BioAssay.
